CR mimetic SO = reduction of superoxide in aged yeast, primary screen, HTS | superoxide response (% of plate mean), % at 10 µM | S. cerevisiae aged cells, superoxide DHE fluorescence; hits give low values | hit rate 0.18% among 330,000 | AID 2690, 2010;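 active = superoxide response under a set limit, about three screen SD below normal, cut at about 65% in these data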;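 also: yeast aged for seven days with compound at 30 °C before DHE staining; 100% = average MFI of all compound-treated wells on the plate with controls excluded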
JMJD2C inh = inhibitors of GASC-1 histone demethylase, primary screen, biochemical, fluorescence, DELFIA europium | Lysine-specific demethylase 4C (Homo sapiens), Q9H3R0 | inhibition, % at 2.35 µM | hit rate 0.069% among 330,000 | GST-JMJD2C(1-420) H3K9me3 demethylation;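 active = more than half of a compound's replicate wells show inhibition beyond 50%, single wells judged on their own value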;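 also: signal counts dimethyl H3K9 product captured on neutravidin plate; 0% = median of DMSO wells and 100% = 0.3 times that DMSO median; strong numbers were not always called active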
Target sequence (Q9H3R0 1-420 limits assumed): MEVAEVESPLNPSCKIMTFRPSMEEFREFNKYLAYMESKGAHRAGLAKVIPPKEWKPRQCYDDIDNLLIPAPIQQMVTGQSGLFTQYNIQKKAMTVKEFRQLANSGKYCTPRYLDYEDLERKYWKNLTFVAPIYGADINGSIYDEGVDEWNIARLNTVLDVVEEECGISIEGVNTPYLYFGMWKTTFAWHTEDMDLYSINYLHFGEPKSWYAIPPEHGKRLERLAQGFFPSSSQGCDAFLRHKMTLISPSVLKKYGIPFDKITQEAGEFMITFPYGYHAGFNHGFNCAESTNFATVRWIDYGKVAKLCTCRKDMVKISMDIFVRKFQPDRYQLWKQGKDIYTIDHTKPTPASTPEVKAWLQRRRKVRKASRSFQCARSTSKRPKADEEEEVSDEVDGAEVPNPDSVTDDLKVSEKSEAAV
TPT1 inh = Candida albicans TPT1 enzyme inhibitors, primary screen, biochemical, fluorescence polarization | tRNA 2'-phosphotransferase TPT1 (Candida albicans SC5314) | AID 1962, 2009 | inhibition, % at 5 µM | recombinant caTPT1, FP RNA substrate dephosphorylation | hit rate 0.81% among 300,000;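 active = inhibition above the mean of all tested compounds plus 3 SD, set per screening campaign, cut at about 24% in these data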;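 also: plate controls were DMSO alone for no effect and ferristatin control at 100 nM for full effect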
CTSL1 counter = Fasciola hepatica cathepsin L1 inhibitors, primary screen, counter-screen for PFM18AAP inhibitor project, biochemical, QFRET, fluorogenic peptide substrate. recombinant F. hepatica cathepsin L1, Z-Leu-Arg-MCA fluorescence. inhibition, % at 5.96 µM. hit rate 0.49% among 300,000;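 active = inhibition above the mean of all tested compounds plus 3 SD, set per screening campaign, cut at about 17% in these data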;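 also: 0% = plate median of test compound wells and 100% = 1 µM Z-Phe-Ala-diazomethylketone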
HCV core dimer = inhibitors of HCV core protein dimerization, primary screen, biochemical, TR-FRET, high-throughput. TR-FRET GST/Flag-core106 dimerization, 1536-well. inhibition, % at 5 µM. hit rate 0.33% among 300,000. AID 1899, 2009;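 active = inhibition above the mean of all tested compounds plus 3 SD, set per screening campaign, cut at about 45% in these data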
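Test system: GST/Flag-tagged HCV core106 proteins; Medium: KF-containing HEPES buffer, pH 7.45, DTT, CHAPS, BSA; Times: compound-protein-antibody incubation 4 h at 22.5 °C; Detection: TR-FRET 671 and 617 nm emission; Benchmarks: wells lacking GST-core106 and wells with excess unlabelled core106.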
PP1 counter = PP1-alpha phosphatase inhibitors, primary screen, counter-screen for PP5 inhibitor project, biochemical, fluorescence, OMFP substrate, single point; inhibition, % at 6.7 µM; purified PP1alpha; Serine/threonine-protein phosphatase PP1-alpha catalytic subunit (Homo sapiens), P62136; hit rate 0.9% among 320,000;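 active = inhibition above the mean inhibition of all tested compounds plus 3 SD, computed separately for each screening campaign, cut at about 15% in these data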
EBNA-1 inhibitor = EBNA-1 DNA-binding inhibitors, primary screen, biochemical, fluorescence polarization. inhibition, % at 14.8 µM. hit rate 0.34% among 300,000. AID 1950, 2009; in the data active = inhibition above about 28%
PP5 inh = PP5 phosphatase inhibitors, primary screen, biochemical, fluorescence; Serine/threonine-protein phosphatase 5 (Homo sapiens), P53041; purified PP5c, OMFP substrate fluorescence; inhibition, % at 6.7 µM; hit rate 0.18% among 320,000; AID 1987, 2009;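 active = inhibition above the campaign's mean inhibition across all tested compounds plus 3 SD, cut at about 9.5% in these data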;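 also: 0% = DMSO only and 100% = 100 µM cantharidin control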
Target sequence (P53041 whole entry, looked up): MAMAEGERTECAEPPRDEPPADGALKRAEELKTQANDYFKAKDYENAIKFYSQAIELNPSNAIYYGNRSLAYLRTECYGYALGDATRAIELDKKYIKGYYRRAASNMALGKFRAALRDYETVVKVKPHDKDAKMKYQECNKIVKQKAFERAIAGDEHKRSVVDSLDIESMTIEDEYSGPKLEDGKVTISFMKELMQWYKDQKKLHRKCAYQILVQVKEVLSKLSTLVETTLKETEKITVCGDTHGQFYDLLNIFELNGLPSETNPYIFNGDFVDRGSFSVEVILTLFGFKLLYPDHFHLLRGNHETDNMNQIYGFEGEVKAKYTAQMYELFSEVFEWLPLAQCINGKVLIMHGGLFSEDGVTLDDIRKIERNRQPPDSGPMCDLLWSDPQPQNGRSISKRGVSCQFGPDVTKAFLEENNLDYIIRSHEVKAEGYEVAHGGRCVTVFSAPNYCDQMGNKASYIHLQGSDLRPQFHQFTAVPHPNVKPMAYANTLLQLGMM
ZTA DNA inh = counter-screen for EBNA-1 inhibitors: inhibitors of Epstein-Barr virus ZTA. ZTA-DNA binding, fluorescence polarization. hit rate 0.15% among 320,000. inhibition, % at 11 µM. AID 2234. P03206; in the data active = inhibition above about 33%
The depositor's hits bear a star; x = not tested or not shown; & = joins results of further samples.

SMILES	CR mimetic SO	JMJD2C inh	TPT1 inh	CTSL1 counter	HCV core dimer	PP1 counter	EBNA-1 inhibitor	PP5 inh	ZTA DNA inh
CCOCCn1ccc2c(OCC(=O)Nc3cc(OC)ccc3OC)cccc2c1=O	104	-4	2	3	-1	-4	8	0.8	10
Cc1ccc(NC(=O)COC(=O)c2ccc(S(=O)(=O)NCc3ccco3)cc2)cc1	110	-2	x	x	x	3	x	-1.1	7
CC1CCN(c2ccc(NC(=O)c3ccc([N+](=O)[O-])o3)cc2)CC1	108	-12	0	-9	0	3	-2	0.6	17
CCCc1cc(=O)[nH]c(SCC(=O)C(C)(C)C)n1	112	-11	1	-8	1	2	-9	1.9	-6
CCC1CCCCN1C(=O)Nc1ccc(F)cc1 (configuration not stated)	108	-4	0	3	0	-6	-5	3.2	1
Cn1ccnc1-c1ccc(-c2nccn2C)cc1	102	-5	-2	-1	4	0	-10	1.1	-1
CN(Cc1ccccc1)C(=O)c1ccc(NC(=O)Cc2cccc(NC(=O)C3CCN(C(=O)C4CCCC4)CC3)c2)cc1	106	21	x	x	x	2	x	1.2	11
Cc1cccc(NC(=O)c2cccc(S(=O)(=O)N(C)c3ccccc3)c2)n1	104	x	x	x	x	-1	x	-0.3	3
CCCCN(CCCC)Cc1cc2ccccc2c2c1COC2	95	-9	-1	-1	-5	-1	1	-0.6	0
COc1ccc(C)cc1Nc1n[n+](-c2ccccc2)c(-c2cc([N+](=O)[O-])cc(OC)c2O)s1	104	-30	24*	0	17	2	-3	-6.3	2
Cc1nc(COC(=O)c2ccc(CO)cc2)cs1	95	10	-2	1	-6	-3	7	-0.1	11
O=C(/C=C/c1ccco1)Nc1ccc(Cl)c(S(=O)(=O)N2CCOCC2)c1	98	14	2	0	4	-2	-9	3.0	-12
Cc1csc(=NC(=O)c2ccccc2)n1CCO	94	111	-4	3	-2	3	-15	3.8	-3
CC1CC(OCC(O)CN2CCCCC2C)CC(C)(C)C1 (configuration not stated)	93	-26	2	-14	1	-3	7	-1.9	10
Cc1nc(NC(=O)CSc2ccccc2N)sc1C	85	3	-4	1	-6	-2	10	-0.8	-12
Cc1ccccc1NC(=O)CCN1CCCC1	124	-10	1	4	0	-2	-10	0.0	3
COc1cc(OC)cc(C(=O)Nc2nc(CC(=O)NCc3ccccc3OC)cs2)c1	107	-15	-2	-2	-5	-1	-3	1.3	-12
O=C(COc1ccc(Br)cc1)NCCCNC(=O)c1cnccn1	105	2	-1	1	-2	0	0	-1.3	8
COc1ccc(OCC(O)CNc2ccc(Br)cc2)cc1 (configuration not stated)	90	-5	1	-3	0	0	8	2.2	-10
CCC(Sc1ccccn1)C(=O)Nc1cccc([N+](=O)[O-])c1 (configuration not stated)	93	-14	-4	-4	2	-2	0	0.9	-5
CCCN(C(=O)c1ccco1)c1nnc(-c2ccncc2)s1	98	-7	1	0	-5	-1	-5	0.7	6
CN1CCN(C(=S)NC(=O)/C=C/c2ccccc2)CC1	86	-11	1	0	-3	-1	8	-0.6	-9
COc1ccc(CN2CCNC(=O)C2CC(=O)N(C)C2CCOCC2)c(F)c1 (configuration not stated)	115	0	-4	-2	-5	1	-4	2.5	15
CCN(CCn1cccn1)C(=O)CC1C(=O)NCCN1Cc1cc(OC)cc(OC)c1 (configuration not stated)	109	3	-3	-1	0	-3	2	0.8	-1
CCOC(=O)CSc1nnc(CNC(=O)Cc2ccccc2)n1-c1ccccc1OC	70	x	-2	-1	-1	-1	11	-1.8	8
O=C(CCCN1C(=O)/C(=C/c2cccs2)SC1=S)NNC(=O)c1ccncc1	111	-6	2	-1	2	-3	9	0.2	14
NC(=O)[C@@H]1CCCNc2c(F)cc([N+](=O)[O-])cc2C(=O)N[C@@H](CCC(=O)O)C(=O)N[C@@H](CO)C(=O)N1	117	-3	-2	1	-4	-2	-5	1.7	-2
CC(=O)c1c(C)[nH]c(C(=O)N2CC(C)CC(C)C2)c1C (configuration not stated)	82	-4	-3	6	-11	0	-5	0.8	-20
COc1ccc(-n2cnnc2SCC(=O)Nc2cccc(S(=O)(=O)N3CCCCC3)c2)cc1	98	9	-1	-2	4	1	-6	3.8	-9
O=C1C2C3C=CC(C2C(=O)N1CCCO)C1C2C(=O)N(CCCO)C(=O)C2C31 (configuration not stated)	116	2	2	3	-5	2	-6	4.2	-12

Copied from the list.
Cc1csc(=NC(=O)c2ccccc2)n1CCO @ HCV core dimer = -2
COc1ccc(CN2CCNC(=O)C2CC(=O)N(C)C2CCOCC2)c(F)c1 (configuration not stated) @ ZTA DNA inh = 15

The listing continues:
SMILES	CR mimetic SO	JMJD2C inh	TPT1 inh	CTSL1 counter	HCV core dimer	PP1 counter	EBNA-1 inhibitor	PP5 inh	ZTA DNA inh
CCCC(=O)C1=C(O)C(C(=O)OC)C(C)(C)CC1=Nc1ccc(OC)cc1 (configuration not stated)	109	3	3	-3	1	-2	2	-1.6	7
COc1ccc(NC(=O)Cn2c(=O)n(CC(=O)NCc3ccco3)c(=O)c3ccccc32)cc1OC	105	14	1	1	-8	3	-9	0.9	-6
Cc1c2ccccc2cc[n+]1CCCS(=O)(=O)[O-]	79	2	-2	-1	2	-6	6	-0.3	-6
Cc1cc(C)nc(SCC(=O)NNC(=O)c2cccs2)n1	114	-3	-1	2	-2	-7	0	-2.0	7
Cc1ccc(S(=O)(=O)N2CCN(C(=O)Cc3ccc(S(=O)(=O)N4CCOCC4)s3)CC2)cc1	97	11	2	-5	5	-3	6	-0.3	-8
COc1cc(NC(=O)c2ccc(C)cc2C)ccc1NC(=O)c1cc2ccccc2o1	112	9	1	-1	18	-4	23	2.7	-4
COc1cccc(-c2nc(N3CCCCC3)c3ccccc3n2)c1O	101	1	-3	4	6	0	-2	3.4	14
COc1ccc(S(=O)(=O)N2CCOCC2)cc1N=Nc1sc(N)nc1-c1ccccc1	97	-4	-4	-1	-9	3	12	5.2	3
Cc1ccnc(NS(=O)(=O)c2ccc(NS(=O)(=O)c3cc(Cl)ccc3Cl)cc2)n1	75	5	1	-2	-4	-2	-4	-3.7	-3
O=C(NNS(=O)(=O)c1ccccc1[N+](=O)[O-])c1ccc(F)cc1	125	-2	-3	7	-1	-3	2	0.1	-1

Whole records from above.
`COc1ccc(S(=O)(=O)N2CCOCC2)cc1N=Nc1sc(N)nc1-c1ccccc1` is listed as CR mimetic SO: 97; JMJD2C inh: -4; TPT1 inh: -4; CTSL1 counter: -1; HCV core dimer: -9; PP1 counter: 3; EBNA-1 inhibitor: 12; PP5 inh: 5.2; ZTA DNA inh: 3
`Cc1ccc(S(=O)(=O)N2CCN(C(=O)Cc3ccc(S(=O)(=O)N4CCOCC4)s3)CC2)cc1` is listed as CR mimetic SO: 97; JMJD2C inh: 11; TPT1 inh: 2; CTSL1 counter: -5; HCV core dimer: 5; PP1 counter: -3; EBNA-1 inhibitor: 6; PP5 inh: -0.3; ZTA DNA inh: -8

Next part:
SMILES	CR mimetic SO	JMJD2C inh	TPT1 inh	CTSL1 counter	HCV core dimer	PP1 counter	EBNA-1 inhibitor	PP5 inh	ZTA DNA inh
CSc1nc(Cc2ccc(Cl)cc2)nc2ccccc12	105	3	-2	-3	2	0	-7	2.3	-31
CCCCNC(=O)COC(=O)c1cc2c(C)nn(-c3ccccc3)c2s1	112	7	-4	4	7	1	1	0.2	-6
CN(Cc1ccccc1)c1c([N+](=O)[O-])c(=O)n(C)c2ccccc12	92	-21	-1	1	-1	-3	-2	-0.3	1
COc1nc(OCC#N)nc(N(C)C)n1	101	-3	-7	-4	-1	5	6	1.3	0
CSc1ccc(CCNC(=O)c2ccc(CS(=O)Cc3ccc(Cl)cc3)o2)cc1 (configuration not stated)	83	0	-1	4	-11	-2	-8	0.2	-5
C=CCn1c(SCC(=O)NC2CCCC2)nc2scc(-c3ccco3)c2c1=O	100	4	7	2	55*	5	-6	1.5	1
Cc1cccc(OCCC(=O)NCC(c2ccccc2)N(C)C)c1 (configuration not stated)	100	10	0	-3	0	-2	3	0.2	8
Cc1c(C)n(CCc2ccccc2)c2ncnc(NN)c12	77	-40	4	-3	-2	0	-14	-0.3	4
COCCCNC(=O)CC(NS(=O)(=O)c1ccc(C)cc1)c1ccc(OC)cc1 (configuration not stated)	102	-30	6	1	-3	3	7	-2.0	3
COc1ccc(C(=O)COC(=O)c2ccc(Cl)nc2)c(OC)c1	88	0	4	1	23	-3	3	0.3	0
CCOC(=O)N1CCN(C(=O)Cn2ccc3ccccc3c2=O)CC1	101	2	0	-4	-9	-2	5	1.9	-34
O=C(/C=C/c1ccc(Cl)cc1)NC1CCS(=O)(=O)C1 (configuration not stated)	105	13	-9	-2	0	2	-24	4.1	-14
CCN1CCN(S(=O)(=O)c2ccc(Cl)c(C(=O)NC3CCCC3)c2)CC1	90	-33	-8	0	-5	-4	10	-0.5	-1
Cc1ccc(C(=O)CSc2nsc(C)c2C#N)cc1	109	4	-1	-5	5	-2	1	3.0	-12
Cc1ccc(NC2CCCN(C(=O)c3cnsn3)C2)cc1C (configuration not stated)	90	0	-5	1	-4	2	-2	-0.7	5
COc1cc(C2/C(=C(\O)c3ccc4c(c3)CC(C)O4)C(=O)C(=O)N2Cc2ccco2)ccc1O (configuration not stated)	106	1	1	6	-3	3	4	-0.4	1
CCc1ccccc1NC(=O)C(CC)Sc1nc2cc3c(cc2c(=O)n1Cc1ccco1)OCO3 (configuration not stated)	101	0&-4	1	3	2	0	3	-2.1	8
COc1cccc(NC(=O)CN(C)C(=O)CNC(=O)c2ccc(Oc3ccccc3)cc2)c1	100	-2	-3	2	1	-1	5	-0.1	-2
CCC(c1nnnn1Cc1cccs1)N1CCN(c2nc3ccccc3s2)CC1 (configuration not stated)	106	-5	-3	2	1	4	0	0.6	11
CS(=O)(=O)Nc1ccc(C(=O)NCCSC2CCCCC2)cc1	112	9	0	3	-1	2	1	-0.5	-1
O=C(Cc1ccc(Br)cc1)Nc1cccc(S(=O)(=O)N2CCOCC2)c1	123	-6	x	x	x	1	x	4.0	-5
Cc1ccc(OCC(=O)c2cc(C)n(Cc3ccco3)c2C)c([N+](=O)[O-])n1	117	1	-2	0	4	0	-8	3.2	-7
O=C(Nc1ccccc1)/C(=C/c1ccc(F)cc1)NC(=O)c1ccco1	103	3	-3	4	-15	0	11	0.5	1
COc1cccc(CCc2nnc(CCC(=O)N3CCCC3c3nccs3)o2)c1 (configuration not stated)	107	6	-3	-4	-2	-1	11	0.3	1
CCC(C)NC(=O)c1cc(Cl)c(NC(=O)C2=C(C)OCCS2)cc1OC (configuration not stated)	93	0	-2	2	-2	-1	10	0.9	6
NC(=O)C[n+]1cccc(CNC(=O)c2ccc(OC(F)F)cc2)c1	89	9	-2	4	0	2	-7	-3.3	-3
COc1ccc(CNS(=O)(=O)c2ccc(OC)cc2)cc1	87	0	-5	0	-6	4	-12	2.6	-36
CC(=O)c1cccc(NC(=O)C(C)OC(=O)CCC2CCCCC2)c1 (configuration not stated)	98	1	1	-8	4	-3	5	-1.5	-4
COc1ccc(C)cc1N(CC(=O)NC1CCCC1)C(=O)CCC(=O)Nc1cc(C)on1	90	29	4	-2	6	1	6	-1.0	2
Cc1cc(C)cc(NC(=O)C2CCN(c3nc(C)cc(C)n3)CC2)c1	122	25	5	2	3	5	-1	3.1	-9

Assay outcomes: PubChem, several laboratories

Compounds were not picked by outcome. About 3.1% of those tested had a hit in this group.
